Exocytosis inh: lytic granule exocytosis inhibition; inhibition, % at 10 µM; hit rate 0.66% among 360,000; TALL-104 LAMP-1 surface exposure, flow cytometry; cells stimulated with thapsigargin and PMA;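 active = inhibition above about 55%, limit read from the data; inconclusive = no clear call, values can overlap the other calls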
aDG glyco up: alpha-DG glycosylation activation | AID 624168 | activation, % at 10 µM | Pro5-aDG cells, alpha-DG glycosylation AlphaScreen (IIH6); 0% Pro5, 100% B10-LARGE cell signal | hit rate 0.22% among 360,000;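 active = activation of at least 8% versus controls, or a plate z-score of at least 8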;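 note: Pro5 are CHO cells carrying HIG-tagged alpha-DG that lacks glycosylation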
Glyco luc inh: blocks N-linked glycosylation in D54 reporter cells | reporter increase, % at 12.5 µM | hit rate 0.23% among 360,000 | D54 ERlucT glycosylation luciferase reporter, 24 h; percent of 100 nM tunicamycin response;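 active = mean luciferase reporter signal, scaled so untreated is 0 and the glycosylation-blocking control 100, at or above a set limit in every replicate; inconclusive = mean reaches the limit but not every replicate does; inactive = mean below the limit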;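 note: luciferase carries N-glycosylation sites so blocking glycosylation raises the light; 0% = median of neutral control wells and 100% = median of 100 nM tunicamycin wells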
ABHD5-PLIN5 inh: inhibitors of human ABHD5-perilipin-5 interaction; hit rate 0.78% among 360,000; Q00G26+Q8WTS1; AID 602281; inhibition, % at 4 µM; Split G. princeps luciferase complementation, luminescence, 4 h;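 active = inhibition above the mean inhibition across every tested compound plus 3 SD, cut at about 22% in these data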;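 note: 0% = DMSO only wells and the 100% control is not disclosed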
ABCB6 inh 2: inhibitors of human ABC transporter ABCB6; Q9NP58; fluorescence ratio to DMSO, % at 10 µM; K562-ABCB6 porphyrin accumulation, flow cytometry, 1 h; stronger effect = lower value; hit rate 0.19% among 360,000;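 active = fluorescence ratio to DMSO below 75%, the collection mean minus 3 SD; inconclusive = too few cells collected in the well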;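 note: signal is porphyrin accumulated inside mitochondria; 100% equals median channel fluorescence of DMSO control wells; lower ratio means ABCB6 inhibition with less porphyrin fluorescence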
MC4R antagonist: human MC4R antagonism in cAMP assay. P32245. MC4R-expressing cells, MTII-stimulated cAMP, LANCE TR-FRET. inhibition, % at 6.5 µM. hit rate 0.48% among 360,000. AID 540295;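 active = inhibition above its plate's cutoff, the mean of tested wells on that plate plus 3 SD, cut at about 29% in these data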;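 note: 0% = Melanotan II alone and 100% = Melanotan II plus saturating MCL0020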
Target sequence (P32245 whole entry, looked up): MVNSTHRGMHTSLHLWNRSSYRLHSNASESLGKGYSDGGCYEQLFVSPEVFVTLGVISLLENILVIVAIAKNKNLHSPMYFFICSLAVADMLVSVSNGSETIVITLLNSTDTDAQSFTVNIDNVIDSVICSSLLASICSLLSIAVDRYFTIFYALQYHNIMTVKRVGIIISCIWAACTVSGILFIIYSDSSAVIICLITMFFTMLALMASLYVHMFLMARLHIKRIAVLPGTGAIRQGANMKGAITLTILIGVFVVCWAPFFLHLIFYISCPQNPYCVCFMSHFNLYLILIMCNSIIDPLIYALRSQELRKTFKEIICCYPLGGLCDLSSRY
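Material: human MC4R-expressing U2OS cells. Probe or stimulus: Melanotan II challenge. Dosing: 6.5 µM single dose. Times: 30-min compound, 1-h challenge, 1-h detection, room temperature. Technique: TR-FRET with Eu-cAMP and labeled anti-cAMP, 671 nm. Replication: singlicate.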
MC4R barr agon: activates human MC4R beta-arrestin recruitment. P32245. U2OS MC4R beta-arrestin complementation, luminescence; percent of melanotan II response, DMSO zero. activation, % at 8.9 µM. hit rate 0.98% among 360,000. AID 540308;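 active = activation above a per-plate cutoff, the mean activation of sample wells on that plate plus 3 SD, cut at about 8% in these data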
TLR9-MyD88 inh: TLR9-MyD88 interaction inhibition; CHO BLA complementation TLR9-MyD88, CCF4 FRET ratio; hit rate 0.21% among 340,000; inhibition, % at 4.98 µM; Q9NR96+Q99836;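 active = inhibition above the mean over all tested compounds plus 3 SD, cut at about 21% in these data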;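 note: 0% = DMSO only wells and 100% = clavulanate BLA inhibitor control wells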
NOD2-RIPK2 inh: blocks binding of human NOD2 to RIPK2; O43353; CHO BLA complementation NOD2-RIPK2, CCF4 ratio; inhibition, % at 4.98 µM; hit rate 0.38% among 360,000; AID 624267; in the data active = inhibition above about 21%;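 note: 0% = vehicle only and 100% = reference blocker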
Target sequence (O43353 whole entry, looked up): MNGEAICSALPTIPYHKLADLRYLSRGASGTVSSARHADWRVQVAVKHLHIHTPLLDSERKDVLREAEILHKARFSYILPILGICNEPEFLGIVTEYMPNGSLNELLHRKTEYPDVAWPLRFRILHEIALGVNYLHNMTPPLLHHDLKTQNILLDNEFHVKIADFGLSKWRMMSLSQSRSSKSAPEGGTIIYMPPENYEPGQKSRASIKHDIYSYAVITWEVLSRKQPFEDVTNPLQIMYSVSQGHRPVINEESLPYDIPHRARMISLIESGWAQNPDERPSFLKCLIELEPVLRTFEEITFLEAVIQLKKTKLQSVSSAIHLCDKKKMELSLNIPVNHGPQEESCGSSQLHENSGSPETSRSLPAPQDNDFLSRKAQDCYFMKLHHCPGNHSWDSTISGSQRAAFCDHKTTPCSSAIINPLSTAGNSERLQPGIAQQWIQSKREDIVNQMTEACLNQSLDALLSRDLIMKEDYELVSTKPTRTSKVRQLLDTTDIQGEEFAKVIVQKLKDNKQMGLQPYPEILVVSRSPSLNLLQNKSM
Vif inh: HIV Vif inhibition; HEK293T cells, Vif self-association by quenched fluorescence, imaging, 24 h; inhibition, % at 7.49 µM; hit rate 0.35% among 340,000; in the data active = inhibition above about 50%, passing the limit was not always enough; inconclusive = no clear call, values can overlap the other calls; inactive = below about 31%; note: some results filed as inactive read as strong as hits
Numbers without * were called inactive; ? = inconclusive; / = not tested or not shown; + = active, no number.

SMILES	Exocytosis inh	aDG glyco up	Glyco luc inh	ABHD5-PLIN5 inh	ABCB6 inh 2	MC4R antagonist	MC4R barr agon	TLR9-MyD88 inh	NOD2-RIPK2 inh	Vif inh
CS(=O)(=O)N1CCC(C(=O)NCc2ccc3c(c2)OCO3)CC1	1.0	-0.1	4.9	7.9	95.0	-5.9	3.3	-2.0	-1.5	0.1
COC(=O)C1=C(C)NC(=S)NC1/C=C/c1ccccc1 (stereo unspecified)	-1.2	0.0	0.5	-0.4	98.0	4.0	-1.2	-1.9	0.2	2.0
CCN1C(N(C)C)=NC[C@@H]1Cc1ccccc1	4.4	0.0	-0.1	2.1	102.0	1.9	-1.2	-3.6	-2.8	3.0
N#C/C(=N/Nc1ccccc1[N+](=O)[O-])C(N)=S	4.6	-0.1	-1.8	-6.2	84.0	-12.7	-1.3	5.9	-7.7	-6.5
COc1c(-c2ccc(O)cc2)oc2cc(O)cc(O)c2c1=O	2.2	-0.2	-0.6	-1.8	102.0	-19.0	1.5	-1.2	1.5	-9.4
COc1ccc(C2=CSC3=NCCN23)cc1	-5.6	-0.3	1.1	8.3	83.0	2.9	0.6	-3.8	3.1	18.6
O=S(=O)(Cc1ccccc1)CS(=O)(=O)Cc1ccccc1	-1.1	0.0	-0.6	11.7	98.0	7.8	-1.2	-2.7	1.4	-3.2
O=C(COC(=O)CC1CCCC1)Nc1cccc(F)c1	20.9	0.5	1.0	10.5	97.0	2.0	-0.1	9.8	4.1	6.9
O=C(O)c1cccnc1Sc1ccc(Br)cc1	-16.2	-0.1	3.1	2.1	100.0	25.3	0.1	-9.5	-1.8	1.5
COC(=O)c1ccc(-c2noc(CN3CCCCC3c3nccn3C)n2)cc1 (stereo unspecified)	-7.9	0.2	0.7	2.0	98.0	-1.2	0.3	1.2	4.3	9.6
O=C1C(Cc2ccc3[nH]ccc3c2)NC(=S)N1c1ccccc1 (stereo unspecified)	3.2	0.1	0.0	-2.1	96.0	8.2	1.1	-4.8	0.5	-6.1
CCOC(=O)c1[nH]c(C)c(C(=O)NCc2cccnc2)c1C	3.2	0.0	-2.6	-3.8	104.0	0.8	0.5	-2.3	10.0	-2.8
O=C(CSc1c(F)c(F)cc(F)c1F)Nc1ccc(C2SCCS2)cc1	12.9	0.1	-1.7	-0.3	98.0	6.2	8.5*	-0.9	-7.9	-3.5
COc1ccc(OC)c(NC(=S)NCCC(c2ccccc2)c2ccccc2)c1	7.1	1.7	-3.0	-7.4	81.0	10.4	-1.6	-0.8	-4.0	2.2
COc1ccc(NC(=O)Cn2c([N+](=O)[O-])cnc2C)cc1Cl	3.4	-0.1	1.8	4.3	101.0	13.0	-1.8	7.0	-4.5	-3.8
Cc1nc2ccccc2c(=O)n1CCCn1ccnc1	-0.5	-0.1	1.1	0.7	99.0	1.5	0.1	0.5	-13.0	/
O=C(Nc1nc2c(s1)CCCC2)c1cc(-c2ccncc2)nc2ccccc12	3.7	-0.5	-7.3	0.8	99.0	-0.5	3.6	6.6	4.4	2.6
CCN(CC)S(=O)(=O)c1ccc(N2CCOCC2)c(NC(=O)c2ccc(C#N)cc2)c1	0.2	0.0	-0.9	6.5	96.0	-3.5	0.6	7.1	-0.3	-9.8
Nc1nc(N2CCN(C(c3ccccc3)c3ccccc3)CC2)n[nH]1	-3.1	-0.4	1.3	4.0	91.0	8.7	0.7	6.3	-8.3	-3.4
Cc1ccccc1[C@H](NC1c2ccccc2C=Cc2ccccc21)P(=O)(c1ccccc1)c1ccccc1	2.4	-0.3	/	10.6	98.0	/	/	/	-12.4	/
COC(=O)c1c(C(=O)OC)c(-c2cccc(F)c2)n2c1CS(=O)(=O)C2	-2.6	-0.1	-0.6	2.5	100.0	-8.5	-0.3	0.5	-6.7	1.5
COc1ccc(CN(C(=O)CSc2nnc(-c3ccccc3F)o2)c2ccc(F)cc2)cc1	0.6	0.2	-2.2	-1.5	99.0	-3.0	0.0	-7.9	3.8	-1.9
Cc1ccccc1CSc1nnc(NC(=O)Cc2cccs2)s1	-2.5	0.2	0.8	-4.8	97.0	10.3	8.0	5.4	-18.8	-1.3
O=C(O)c1cc(-c2ccc(Br)s2)nc2ccccc12	-7.5	0.1	3.0	3.9	99.0	+	0.4	2.7	-13.3	/
O=C(COc1ccc(F)cc1Cl)Nc1nc(-c2ccccn2)cs1	18.0	0.9	-4.5	-8.8	98.0	-1.2	-4.4	1.8	1.2	-7.4
CCCCOc1ccc(C(=O)N2CCN(CC(=O)Nc3ccc(C)cc3)CC2)cc1OC	5.6	0.1	-3.0	0.8	90.0	-0.5	-1.1	-5.1	7.0	2.5
Cc1nnc(NC(=O)CSc2nnc(-c3ccc(S(=O)(=O)N4CCCC4)cc3)n2C)s1	1.5	-0.2	2.2	-0.7	98.0	2.7	-1.7	3.6	-6.6	6.8
O=C1NC(c2ccco2)Nc2ccccc21 (stereo unspecified)	-2.2	-0.1	-1.8	3.7	97.0	12.6	0.9	-10.3	-8.9	-3.3
Clc1ccc(CSc2ccc(-c3ccco3)nn2)cc1	-3.2	-0.2	3.0	-1.0	100.0	9.2	-0.8	0.0	-1.7	-6.0
O=C(NC1CCCC1)C(c1cc2c(cc1[N+](=O)[O-])OCO2)N1CCCC1 (stereo unspecified)	-0.5	0.1	0.9	-3.9	97.0	0.0	1.7	-10.2	-2.5	?
O=C(Nc1ccccc1)NC1CCN(CCCN2C(=O)c3ccccc3C2=O)CC1	-1.9	-0.1	1.4	-2.0	97.0	5.3	-3.0	0.2	-3.9	2.0
O=C(CSc1nnc(-c2cccnc2)n1Cc1ccccc1)N1CCOCC1	-1.5	-0.1	3.2	0.7	115.0	0.9	-1.8	2.7	0.8	24.2
COc1ccccc1NC(=O)Cn1c(CCC(=O)O)ccc1-c1ccccc1	4.0	-0.5	0.2	-2.0	104.0	4.2	-0.5	-8.3	-1.5	10.8
CCCCCN(C(=O)NC(=O)Nn1cnnc1)S(C)(=O)=O	-3.4	0.0	2.4	9.8	102.0	2.7	2.9	3.0	3.1	13.9
O=c1c2ccccc2c2ccccc2c(=O)n1Nc1ccccc1	9.5	-0.1	1.7	0.7	101.0	16.7	1.0	-1.1	-4.0	5.3
CCCCOc1cc(CC2CNC(=O)N2)ccc1OC (stereo unspecified)	4.1	0.1	2.3	0.1	100.0	5.9	0.3	1.3	-1.3	-1.2
COc1ccc(OC)c(C2NC(=O)c3sc(=S)n(-c4ccccc4)c3N2)c1 (stereo unspecified)	-1.4	0.1	-1.1	-9.3	93.0	9.3	-0.6	-4.7	-7.5	-9.9
O=C1CC2(CCN(C(=O)COc3ccccc3F)CC2)Oc2ccccc21	-1.3	0.2	-1.2	-0.5	86.0	-4.6	-2.4	-1.4	3.1	-8.9
CSc1nc2c(c(-c3ccccc3)c1C#N)CCC2	1.8	-0.2	-3.1	3.7	100.0	3.5	1.7	-16.6	-9.3	-0.7
CCOC(=O)N1CCC(Nc2c(NCCN3CCN(c4cccc(Cl)c4)CC3)c(=O)c2=O)CC1	1.5	0.1	2.0	1.8	101.0	-1.6	-0.3	3.6	-20.3	/

By substructure: those above with a COOH group
SMILES	Exocytosis inh	aDG glyco up	Glyco luc inh	ABHD5-PLIN5 inh	ABCB6 inh 2	MC4R antagonist	MC4R barr agon	TLR9-MyD88 inh	NOD2-RIPK2 inh	Vif inh
O=C(O)c1cccnc1Sc1ccc(Br)cc1	-16.2	-0.1	3.1	2.1	100.0	25.3	0.1	-9.5	-1.8	1.5
O=C(O)c1cc(-c2ccc(Br)s2)nc2ccccc12	-7.5	0.1	3.0	3.9	99.0	+	0.4	2.7	-13.3	/
COc1ccccc1NC(=O)Cn1c(CCC(=O)O)ccc1-c1ccccc1	4.0	-0.5	0.2	-2.0	104.0	4.2	-0.5	-8.3	-1.5	10.8

Carrying on.
SMILES	Exocytosis inh	aDG glyco up	Glyco luc inh	ABHD5-PLIN5 inh	ABCB6 inh 2	MC4R antagonist	MC4R barr agon	TLR9-MyD88 inh	NOD2-RIPK2 inh	Vif inh
O=C(Nc1ccc(N2CCN(C(=O)c3cccs3)CC2)cc1)c1ccccc1Cl	1.0	0.0	-0.7	2.2	102.0	22.6	-1.1	-11.7	-2.1	-1.0
CCc1noc(C)c1C(=O)N1CCCC(N2CCN(c3ccccc3F)CC2)C1 (stereo unspecified)	-0.1	0.2	1.4	-3.4	100.0	4.1	-1.2	0.5	-11.0	-2.1
O=C(CN1C(=O)c2ccc([N+](=O)[O-])cc2C1=O)Nc1ccccc1N1CCCC1	0.0	0.0	2.3	-9.8	95.0	-1.9	-1.3	-0.6	-0.6	8.5
COc1ccc(S(=O)(=O)N(CC(=O)NCC2CCCO2)Cc2ccccc2)cc1 (stereo unspecified)	4.2	0.0	-1.9	4.9	93.0	5.1	-0.5	-7.1	-1.1	8.2
CCC(C)(C)n1nnnc1C(c1cc2cc3c(cc2[nH]c1=O)OCO3)N1CCN(C)CC1 (stereo unspecified)	18.6	-0.2	-2.7	5.3	101.0	-2.0	-3.4	-1.1	0.8	-2.7
COc1ccccc1N(C)S(=O)(=O)c1ccc(Cl)c(C(=O)NC2=NCCS2)c1	-6.8	-0.3	-0.9	5.0	98.0	8.2	-3.4	-1.6	-1.5	10.9
O=C(Nc1cccc(CCc2ccccn2)c1)c1cc(F)c(F)cc1Cl	-4.3	0.4	0.2	-2.4	95.0	7.1	-1.8	-3.2	-13.0	/
CCCn1c(SCC(=O)NCCc2ccc(OC)c(OC)c2)nc2c1c(=O)n(C)c(=O)n2C	12.2	0.1	2.8	-0.7	94.0	6.1	-0.3	0.6	5.9	-4.0
Cc1ccc(-c2nc(CN(CC3CCC3)CC3CCCO3)c(C)o2)s1 (stereo unspecified)	-1.0	-0.1	-0.8	1.6	96.0	5.9	-2.3	-8.3	-1.6	3.8
Cc1ccc(CSCC(=O)NCc2ccco2)cc1	1.3	0.1	1.9	2.0	91.0	2.3	-1.3	-6.0	-5.2	0.1
COc1cccc(C(=O)CN(C(=O)c2ccc(Cl)c(Cl)c2)N2C(=O)c3ccccc3C2=O)c1	2.5	0.0	-1.2	0.0	100.0	4.8	0.4	-3.9	-6.4	-16.1
Cn1ccnc1/C(=N\NC(=O)c1ccccc1)c1cccc([N+](=O)[O-])c1	4.4	0.3	8.0	-1.8	91.0	-0.7	-1.2	-9.4	-2.5	-1.5
COCCCn1nnnc1SCC(=O)Nc1ccc2c(c1)OCCO2	3.4	1.5	0.4	-0.3	102.0	14.6	-3.5	2.0	1.6	-1.5
O=C(NCc1ccc(F)cc1)c1cccc2c1C(=O)N(Cc1cccnc1)C2	-0.4	-0.4	-0.9	-7.3	96.0	1.3	1.4	-6.3	-0.2	-18.1

Copied from the list.
MC4R antagonist, Cc1ccc(CSCC(=O)NCc2ccco2)cc1 reads 2.3
MC4R antagonist, Cn1ccnc1/C(=N\NC(=O)c1ccccc1)c1cccc([N+](=O)[O-])c1 reads -0.7

Source: PubChem BioAssay

This is a subset; rates above refer to the full screens.
